STK33 kinase inh: blocks human STK33 kinase activity. Q9BYT3. purified STK33, MBP phosphorylation, ADP-Glo luminescence. inhibition, % at 10 µM. actives 0.073% (n = 320,000);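 active = inhibition at or above 25%, using the most active replicate where run in duplicate; inactive = inhibition below 25%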
Target sequence (Q9BYT3 whole entry, looked up): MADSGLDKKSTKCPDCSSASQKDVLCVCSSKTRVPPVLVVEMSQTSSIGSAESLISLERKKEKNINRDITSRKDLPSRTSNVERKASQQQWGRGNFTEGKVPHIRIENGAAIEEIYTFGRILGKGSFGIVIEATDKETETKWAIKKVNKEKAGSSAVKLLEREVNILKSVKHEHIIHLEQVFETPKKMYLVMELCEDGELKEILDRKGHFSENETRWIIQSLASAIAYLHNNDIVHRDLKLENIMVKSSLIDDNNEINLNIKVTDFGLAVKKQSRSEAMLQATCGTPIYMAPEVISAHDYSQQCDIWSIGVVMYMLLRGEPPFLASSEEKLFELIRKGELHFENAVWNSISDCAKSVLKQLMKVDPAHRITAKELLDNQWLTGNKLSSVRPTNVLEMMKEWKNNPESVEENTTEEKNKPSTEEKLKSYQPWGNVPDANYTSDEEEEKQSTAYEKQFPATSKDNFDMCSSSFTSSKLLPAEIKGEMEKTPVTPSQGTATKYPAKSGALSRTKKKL
OX1R antag: OX1R (human) antagonism; O43613; OX1R-expressing cells, FRET antagonist read-out; inhibition, % at 6.6 µM; actives 1.8% (n = 330,000); AID 485270; in the data active = inhibition mostly above about 38%, no sharp cut-off; inactive = mostly below about 40%;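 also: 0% = agonist challenge alone and 100% = reference antagonist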
Target sequence (O43613 whole entry, looked up): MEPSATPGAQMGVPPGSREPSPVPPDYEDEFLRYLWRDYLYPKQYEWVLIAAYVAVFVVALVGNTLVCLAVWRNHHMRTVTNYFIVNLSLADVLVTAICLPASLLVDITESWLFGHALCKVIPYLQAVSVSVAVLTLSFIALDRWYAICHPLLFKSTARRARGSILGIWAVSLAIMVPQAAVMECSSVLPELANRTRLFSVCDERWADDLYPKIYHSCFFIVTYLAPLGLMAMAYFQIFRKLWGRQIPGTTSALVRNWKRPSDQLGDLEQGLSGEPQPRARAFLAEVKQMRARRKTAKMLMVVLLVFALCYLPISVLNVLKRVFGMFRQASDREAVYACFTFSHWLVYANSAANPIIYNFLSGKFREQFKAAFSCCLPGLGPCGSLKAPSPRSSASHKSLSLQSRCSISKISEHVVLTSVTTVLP
KCNQ2 block: KCNQ2 channel blockers in CHO-K1 cells – cell-based, FluxOR thallium flux, B-score, primary screen (AID 2156) | O88943 | 20 min; stronger effect = lower value | B-score at 10 µM | actives 1.1% (n = 310,000);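 active = fluorescence ratio B-score at most minus 3 library SDs, with starting brightness B-score within 2 library SDs, cut at about -5.5 in these data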
* = called active by the depositor; i = inactive; x = not tested or not shown.

Fields – KCNQ2 block	STK33 kinase inh	OX1R antag
- Cc1cccc(C)c1NC(=O)c1ccc(OCc2c(C)noc2C)cc1
    x	-1.6	1
- COCCNC(=O)CSc1nc(-c2ccccc2)c(-c2ccccc2)o1
    i	-0.6	15
- O=C(O)C1CSC2c3ccccc3C(=O)N12 (stereo not given)
    i	0.1	13
- N#CC1=C(N)N2C(=C(C#N)C13CCCCC3)SC1CCCCC12O (stereo not given)
    i	-0.1	5
- COc1cccc(C(=O)N/N=C/c2ccc(OC)c(COc3ccccc3C(N)=O)c2)c1
    i	2.3	14
- CC1CC1C(=O)NCCc1ccc(Cl)cc1 (stereo not given)
    i	-0.9	9
- Cc1ccccc1C(=O)NCC(=O)Nc1ccccc1C(F)(F)F
    i	-1.0	3
- CCOC(=O)c1c(NC(=O)Cn2nnc3ccccc32)sc2c1CCC(C)C2 (stereo not given)
    i	-2.1	3
- CC(=O)Nc1ccc(NC(=O)COC(=O)c2ccc(C)s2)cc1
    i	-0.3	18
- Cc1nn(Cc2ccc(Cl)cc2)c(C)c1NC(=O)c1noc2c1CCCCC2
    i	0.6	7

Complete entries, looked up by structure.
CCOC(=O)c1c(NC(=O)Cn2nnc3ccccc32)sc2c1CCC(C)C2 (stereo not given) across the screens: KCNQ2 block: i; STK33 kinase inh: -2.1; OX1R antag: 3
CC(=O)Nc1ccc(NC(=O)COC(=O)c2ccc(C)s2)cc1 across the screens: KCNQ2 block: i; STK33 kinase inh: -0.3; OX1R antag: 18
N#CC1=C(N)N2C(=C(C#N)C13CCCCC3)SC1CCCCC12O (stereo not given) across the screens: KCNQ2 block: i; STK33 kinase inh: -0.1; OX1R antag: 5

Following part:
Fields – KCNQ2 block	STK33 kinase inh	OX1R antag
- Cc1cc(C(=O)NCc2cccnc2)n(-c2ccccc2)n1
    i	-3.5	13
- O=C(CCC(=O)N1CCN(S(=O)(=O)c2ccc([N+](=O)[O-])cc2)CC1)N1CCOCC1
    x	-1.3	48*
- N#Cc1ccc(N2C(=O)[C@@H]3C(C(=O)C(c4ccccc4)c4ccccc4)=NN[C@@H]3C2=O)cc1
    i	-0.2	11
- CSc1ccccc1-n1nnnc1SCC(=O)Nc1cc(C)ccc1C
    i	-0.7	7
- COc1ccc(CN2C(=O)Cc3c2nc(N)c2c(N)nc(N4CCOCC4)c(C#N)c32)cc1
    i	-1.4	9
- CNC(=O)COC(=O)c1ccc(NS(=O)(=O)c2ccc3c(c2)OCCO3)cc1
    i	-0.8	10
- Cc1ccccc1N1CC(C(=O)Nc2nnc(SCc3cccnc3)s2)CC1=O (stereo not given)
    i	-0.4	9
- Cc1ccc(C)c(S(=O)(=O)N2CCCCC2CCNC(=O)C(=O)NCc2ccccn2)c1 (stereo not given)
    i	-3.9	20
- Cn1c(C(C#N)C(=O)Cc2cccc3ccccc23)nc2ccccc21 (stereo not given)
    i	-1.5	9
- O=C(/C=C/c1ccccc1)NC(=O)c1ccccc1O
    i	-1.0	12
- CC(C)N(Cc1ccccc1)C(=O)COC(=O)c1cc[n+]([O-])cc1
    x	-4.4	11
- O=C(NCCc1cccs1)c1ccc(Cl)c(Cl)c1
    i	0.4	4
- CCOC(=O)c1ccccc1NC(=O)c1ccc2nc[nH]c2c1
    i	2.3	3
- Cc1ccc(-c2n[nH]c(=O)c3ccccc23)cc1S(=O)(=O)Nc1ccc(F)cc1
    i	-0.6	16
- Cc1ccc(C(=O)Nc2ccccc2N2CCCC2)cc1S(=O)(=O)N1CCOCC1
    x	-0.1	1
- CCOC(=O)C1CCCN(C(=O)CC(C)c2ccccc2)C1 (stereo not given)
    i	0.9	17
- NC(=O)C1CCN(CC(=O)c2c[nH]c3ccc(F)cc23)CC1
    i	-0.6	-4
- CCCn1c(N)c(N(CCOC)C(=O)c2ccccc2F)c(=O)[nH]c1=O
    i	-1.7	16
- CC(C)(C)N(Cc1ccccc1)C(=O)CN1C(=O)NC2(CCCCCC2)C1=O
    x	-3.1	3
- Cc1ccc(N(CC(=O)O)S(C)(=O)=O)cc1Cl
    i	-0.2	5
- N#CN(CC(N)=O)c1nc(N2CCCCC2)nc(N2CCCCC2)n1
    i	-0.8	9
- Cc1ccc(C(CNS(=O)(=O)c2ccc(F)cc2)N2CCN(C)CC2)cc1 (stereo not given)
    i	-1.0	-3
- O=C(C1CCC(=O)N1C1CCCCC1)N1CCN(c2ccc(F)cc2)CC1 (stereo not given)
    i	-0.9	23
- CSc1ccc(CNCCCSc2ncccn2)cc1
    i	-0.4	20
- O=C(NCCc1c[nH]c2ccccc12)/C(=C\c1cccnc1)NC(=O)c1ccccc1F
    i	-1.1	8
- Cc1cc(=O)[nH]c(SCC(=O)N(CCC#N)c2ccccc2)c1C#N
    i	-1.1	17
- C=CCN1C(=O)c2ccc(C(=O)N(C)CC(=O)Nc3ccccc3Br)cc2C1=O
    i	-2.3	26
- COc1ccc(S(=O)(=O)NC(CC(=O)NCc2ccco2)C(C)C)cc1 (stereo not given)
    i	-1.2	7
- FC(F)(F)c1cccc(N2CCN(C(=S)NCC3CCCO3)CC2)c1 (stereo not given)
    i	-1.5	13
- CCN(CC)S(=O)(=O)c1ccc2c3c(cccc13)C(=O)N2
    i	7.8	25

Only STK33 kinase inh, for 3 of the compounds above:
SMILES,STK33 kinase inh
O=C(C1CCC(=O)N1C1CCCCC1)N1CCN(c2ccc(F)cc2)CC1 (stereo not given),-0.9
CSc1ccc(CNCCCSc2ncccn2)cc1,-0.4
O=C(NCCc1c[nH]c2ccccc12)/C(=C\c1cccnc1)NC(=O)c1ccccc1F,-1.1

The list goes on:
Fields – KCNQ2 block	STK33 kinase inh	OX1R antag
- COC(=O)c1ccc(NC(=O)C(=O)c2cccn2C)cc1
    i	0.0	20
- O=C(Cc1ccc(Cl)cc1)Nc1ccc(N2CCN(C(=O)c3ccco3)CC2)c(Cl)c1
    i	-0.4	10
- COc1ccc(S(=O)(=O)NCc2ccc(C)cc2)cc1
    i	-0.3	11
- COc1ccc(NC(=O)CCC(=O)c2ccc(-c3ccccc3)cc2)cc1
    i	-2.2	10
- COc1cc(C(C)=O)ccc1OCc1cc(C(=O)N2CCSCC2)no1
    i	-0.7	7
- COc1ccccc1N(CC(=O)NCCSCc1ccc(Cl)cc1)S(C)(=O)=O
    i	-1.4	-5
- COc1ccc(C(=O)NCC(=O)N2CCC3(CC2)NCCc2[nH]cnc23)cc1
    i	-0.5	4
- C/C=C/C=C\C(=O)Nc1cccc(C2=NOC3(C2)C[C@@H](C(N)=O)N(C(=O)/C(C)=C/C)C3)c1 (stereo not given in full)
    i	-0.3	22
- CCOC(=O)c1sc(NC(=O)CSc2ccccn2)c(C#N)c1C
    i	-2.1	9
- CCOc1ccc(CNC(=O)CCc2cn(C)c3ccccc23)cc1
    i	0.0	-3
- c1ccc(-c2nnc(SCc3nc4ccccc4[nH]3)n2Cc2ccco2)nc1
    i	1.3	22
- CCOc1[nH]n(-c2ccccc2)c(=O)c1C=Nc1ccc(C)cc1
    i	-1.7	-3
- Fc1ccc(-n2c(-c3cccs3)nc3nc4ccccc4nc32)cc1
    i	-1.5	18
- O=C(Cc1coc(-c2ccc(F)cc2)n1)Nc1ccccc1
    x	-1.1	20
- O=C(NCCc1ccccc1)C(=O)NCC1OCCN1S(=O)(=O)c1ccc([N+](=O)[O-])cc1 (stereo not given)
    i	-1.4	24
- COc1ccc(CCN(Cc2cccs2)S(=O)(=O)c2ccc(S(=O)(=O)N3CCC(C)CC3)cc2)cc1OC
    i	-0.1	2
- COc1cc(OC)c2c(c1)C(=O)OC2
    i	-0.3	6
- O=C(Nc1ccccc1)c1ccccc1NC(=O)c1ccccc1C(=O)O
    i	-1.0	9
- O=C(NCCc1ccccc1)/C(=C/c1ccco1)c1ccccc1
    i	-0.9	20
- Cc1ccc(S(=O)(=O)N2CCCC(C(=O)NNCC(=O)Nc3cc(F)ccc3F)C2)cc1 (stereo not given)
    i	0.1	19
- CC(C)Cc1ccc(C(C)NC(=O)Cc2ccc(S(=O)(=O)N3CCOCC3)s2)cc1 (stereo not given)
    i	-1.1	0
- Cc1ccc(NC(=O)COc2cccc(-n3cnnn3)c2)cc1[N+](=O)[O-]
    i	2.1	17
- CC(=O)NC(NC(C)=O)c1ccc(Br)cc1
    i	-2.1	9
- Cc1ccc(NC(=O)CN(C)C(=O)CCC(=O)c2cccs2)cc1
    i	x	11
- CCn1c(SCC(=O)Nc2cccc(OC)c2)nnc1-c1ccc(Cl)cc1
    i	1.1	12
- O=[N+]([O-])c1cc(S(=O)(=O)C(F)(F)F)ccc1Sc1nc2ccccc2[nH]1
    i	1.0	59
- Cc1ccccc1-n1c(SCC(=O)Nc2cccc3ccccc23)nc(O)cc1=O
    i	-1.1	-3
- CCC(C)NC(=O)c1ccccc1SC (stereo not given)
    i	-0.7	0
- COc1cc(C(=O)Nc2ccc(C(=O)O)cc2)ccc1OC(C)=O
    i	-1.1	35
- CCCOc1cccc(C(=O)NC(=S)Nc2cccc(NC(=O)c3ccccc3Cl)c2)c1
    i	-1.5	18

Three of the compounds above, with tabs.
SMILES	KCNQ2 block	STK33 kinase inh	OX1R antag
Cc1ccccc1-n1c(SCC(=O)Nc2cccc3ccccc23)nc(O)cc1=O	i	-1.1	-3
CCC(C)NC(=O)c1ccccc1SC (stereo not given)	i	-0.7	0
COc1cc(C(=O)Nc2ccc(C(=O)O)cc2)ccc1OC(C)=O	i	-1.1	35

Continuation.
Fields – KCNQ2 block	STK33 kinase inh	OX1R antag
- CC(OC(=O)Cc1coc2cc3c(cc12)CCC3)C(=O)NCc1ccc2c(c1)OCO2 (stereo not given)
    i	x	53
- CCOC(=O)c1ccc(NC(=O)c2nc[nH]c2C(=O)N[C@H](C)c2ccccc2)cc1
    i	0.8	33
- O=C(COC(=O)c1cnccn1)c1ccc2c(c1)CCCC2
    i	-0.4	7
- O=C(CCCN1C(=O)c2ccccc2C1=O)Nc1cccnc1
    i	-1.5	8
- CC(NC(=O)COC(=O)c1ccc(CO)cc1)C1CC2CCC1C2 (stereo not given)
    x	-0.3	2
- O=C(CSc1ncnc2sc3c(c12)CCC3)NCC1CCCO1 (stereo not given)
    i	-0.6	18
- COc1cccc(NC(=O)NCCN2CCCCC2)c1
    i	-1.5	14
- Cc1ccc(NCc2nnc3n2CCCCC3)cc1
    i	-1.8	10
- CC12CN(C(=O)c3cccc([N+](=O)[O-])c3)C3(C#N)CC1CCC23C (stereo not given)
    i	-0.3	x
- Clc1cccc(N2CCN(CCNc3nc4ccccc4n4cnnc34)CC2)c1
    i	-0.8	18
- Cc1ccccc1OCC(=O)NNC(=O)CN1C(=O)c2ccccc2C1=O
    i	-0.1	1
- Cc1oc(-c2ccccc2)cc1C(=O)Nc1cccc2ccccc12
    i	0.2	30
- COC(CNC(=O)C1CCCCC1C(=O)O)OC (stereo not given)
    i	-1.5	20
- O=C(Nc1ccc(N2CCN(C(=O)c3ccccc3)CC2)cc1)c1cccnc1
    i	-0.2	6
- CCOc1ccc2ccccc2c1/C=N/NC(=O)CNC(=O)c1ccccc1O
    i	4.4	33
- Cc1cc(C(=O)COc2cccnc2[N+](=O)[O-])c(C)n1Cc1ccco1
    i	-2.6	34
- O=C(COc1ccc(S(=O)(=O)NCc2ccccc2)cc1)NCC1CCCO1 (stereo not given)
    i	0.0	8
- CCOC(=O)c1ccc(CNC(=O)C2CCC(=O)N(CCc3ccccc3)C2)o1 (stereo not given)
    i	0.8	14
- COc1ccc(CCNC(=O)C(=O)NCC2OCCN2S(=O)(=O)c2ccc3c(c2)OCCO3)cc1OC (stereo not given)
    i	-2.5	26
- COc1cc(/C=C/C(=O)O)cc(S(=O)(=O)Nc2ccc3cn[nH]c3c2)c1OC
    x	0.9	-2
- COc1cccc(C(O)c2cnc(C(C)C)n2C)c1OC (stereo not given)
    x	-1.6	1
- Cc1ccc(S(=O)(=O)NNC(=O)C2CCCCC2)cc1
    i	-0.1	1
- CCOC(=O)c1ccccc1NC(=O)c1cccc([N+](=O)[O-])c1
    i	1.6	14
- CCN(CC)c1ccc(/C=N/O)cc1
    i	-0.8	2
- CN(c1ccc(C(=O)Nc2ccccc2C(=O)N2CCOCC2)cc1)S(C)(=O)=O
    i	-0.8	2
- O=C(CSc1nc2[nH]ncc2c(=O)[nH]1)c1ccc(Cl)cc1
    i	-0.9	9
- CC(=O)c1n[nH]nc1NC(=O)c1ccccc1
    i	-2.1	7
- COc1ccccc1C(=O)NCCC(=O)NN1C(=O)NC2(CCCCC2)C1=O
    i	0.4	4
- COc1ccc(CCC(=O)Nc2ccc(C)c([N+](=O)[O-])c2)cc1
    i	-0.9	1
- Cc1ccc(O)c(C(=O)CC(=O)c2ccccc2Cl)c1
    i	1.0	11
- O=C(NC1CCCCCCC1)c1ccc2c(c1)N(Cc1ccc(F)cc1)C(=O)CS2=O (stereo not given)
    i	-0.3	11
- Cc1ccc(S(=O)(=O)CCc2nnc(NC(=O)c3ccco3)s2)cc1
    i	-1.9	12
- COc1ccc(N(Cc2cc3cccc(C)c3[nH]c2=O)S(=O)(=O)c2ccc(OC)cc2)cc1
    i	-0.5	6
- CCc1ccc(S(=O)(=O)NCc2csc(-c3ccccc3)n2)s1
    i	0.0	26
- CCN(CC)c1ccc(/C=N/NC(=S)NC)c(O)c1
    i	-2.6	27
- COC(=O)c1ccc(NC(=O)Cn2nc(C)cc2C)cc1
    i	-2.3	18

Outcome played no part in choosing rows; overall some 2.7% were active at least once.
